Bioassay records (PubChem)
Fam108B inh: Fam108B inhibition, counter-screen for RBBP9 inhibitors; recombinant Fam108B, FP-Rh probe fluorescence polarization; inhibition, % at 9.51 µM; 0.33% of 300,000 active;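 active = inhibition above the screen mean inhibition plus 3 SD, computed separately per campaign, cut at about 18% in these data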;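 also: inhibitors lower polarization as less probe binds the enzyme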
GSTO1 inh: counter-screen for RBBP9 inhibitors: inhibitors of human GSTO1; P78417; 1.1% of 300,000 active; AID 1974; inhibition, % at 5.96 µM; recombinant GSTO1, activity-based probe fluorescence polarization;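 active = inhibition above the campaign mean inhibition plus 3 SD, cut at about 35% in these data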;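 also: 0% = GSTO1-1 with DMSO and 100% = wells lacking GSTO1-1 enzyme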
Target sequence (P78417 whole entry, looked up): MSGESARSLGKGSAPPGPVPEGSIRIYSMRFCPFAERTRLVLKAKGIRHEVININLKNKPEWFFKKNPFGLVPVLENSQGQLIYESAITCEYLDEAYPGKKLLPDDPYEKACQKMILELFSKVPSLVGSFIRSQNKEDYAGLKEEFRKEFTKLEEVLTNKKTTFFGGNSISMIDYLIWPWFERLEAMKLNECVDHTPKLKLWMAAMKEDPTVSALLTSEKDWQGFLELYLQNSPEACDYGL
PAFAH1B3 FP inh: inhibitors of human PAFAH1B3 | Q15102 | recombinant PAFAH1B3, FP-rhodamine probe, fluorescence polarization | inhibition, % at 3.39 µM | 0.28% of 340,000 active | AID 492972;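 active = inhibition above the screen-wide average of all tested compounds plus 3 SD, cut at about 25% in these data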;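 also: 0% = enzyme with DMSO only and 100% = wells lacking PAFAH1B3 protein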
PAD4 inh: PAD4 (human) enzyme inhibition | Q9UM07 | recombinant PAD4, RCA probe fluorescence polarization | inhibition, % at 6.36 µM | 0.41% of 330,000 active | AID 485272;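 active = percent inhibition above a cutoff equal to the mean of all tested compounds plus 3 SD, cut at about 15% in these data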;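 also: 0% = PAD4 with RCA probe and DMSO and 100% = probe without PAD4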
pPAFAH inh: inhibitors of human plasma PAF acetylhydrolase (pPAFAH) | recombinant pPAFAH, FP-rhodamine probe fluorescence polarization | inhibition, % at 3.39 µM | 1.5% of 330,000 active;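 active = inhibition above the mean inhibition across the screen plus 3 SD, cut at about 25% in these data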;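 also: inhibitors block binding of the rhodamine activity-based probe so polarization drops; 0% = enzyme with DMSO and 100% = wells lacking pPAFAH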
PAFAH1B2 FP inh: PAFAH1B2 (human) inhibition | P68402 | recombinant PAFAH1B2, FP-rhodamine activity probe, fluorescence polarization | inhibition, % at 3.39 µM | 1.2% of 340,000 active;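 active = inhibition above the mean of all tested compounds plus 3 SD, cut at about 24% in these data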;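 also: 0% = enzyme with DMSO and 100% = wells lacking PAFAH1B2; many of its hits are not listed in these tables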
Target sequence (P68402 whole entry, looked up): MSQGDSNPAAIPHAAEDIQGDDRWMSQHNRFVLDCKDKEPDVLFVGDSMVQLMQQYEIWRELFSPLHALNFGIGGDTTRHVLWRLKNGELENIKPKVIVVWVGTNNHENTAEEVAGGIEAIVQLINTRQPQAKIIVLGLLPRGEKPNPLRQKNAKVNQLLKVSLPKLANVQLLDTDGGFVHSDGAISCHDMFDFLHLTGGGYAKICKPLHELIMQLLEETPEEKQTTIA
PAFAH2 FP inh: PAFAH2 (human) inhibition | AID 492956 | Q99487 | 0.99% of 340,000 active | inhibition, % at 3.39 µM | recombinant PAFAH2, FP-rhodamine activity probe, fluorescence polarization;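 active = inhibition above the mean over all tested compounds plus 3 SD, cut at about 30% in these data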;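 also: inhibitors block probe labeling of enzyme so polarization drops; 0% = enzyme with DMSO and 100% = wells lacking PAFAH2 protein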
PME-1 primary: PME-1 (human) inhibition; Q9Y570; recombinant PME-1, FP-Rh probe fluorescence polarization; inhibition, % at 5.9 µM; 0.53% of 320,000 active; AID 2130;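 active = inhibition above the campaign mean of all compounds plus 3 SD, cut at about 26% in these data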;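 also: competitive labeling of PME-1 active site by serine hydrolase directed probe; 0% = PME-1 with DMSO and 100% = wells lacking PME-1 enzyme; inhibitors block probe labeling so polarization falls and inhibition rises; many of its hits are not listed in these tables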
Target sequence (Q9Y570 whole entry, looked up): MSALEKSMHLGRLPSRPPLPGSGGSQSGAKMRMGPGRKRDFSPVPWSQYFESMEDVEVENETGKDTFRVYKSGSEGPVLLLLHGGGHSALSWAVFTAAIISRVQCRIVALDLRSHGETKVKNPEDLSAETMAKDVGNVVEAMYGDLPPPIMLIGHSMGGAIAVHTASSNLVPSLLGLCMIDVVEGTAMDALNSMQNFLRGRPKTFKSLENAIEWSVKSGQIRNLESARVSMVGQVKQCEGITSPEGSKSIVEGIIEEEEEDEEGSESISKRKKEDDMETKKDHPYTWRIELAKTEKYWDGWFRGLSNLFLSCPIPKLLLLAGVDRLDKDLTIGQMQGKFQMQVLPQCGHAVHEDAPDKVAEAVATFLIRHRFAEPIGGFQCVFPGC
LYPLA1 counter: counter-screen for PME1 inhibitors: inhibitors of human LYPLA1. 0.16% of 320,000 active. AID 2174. recombinant LYPLA1, FP-Rh probe fluorescence polarization. O75608. inhibition, % at 5.9 µM;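 active = inhibition above the mean of all tested compounds plus 3 SD, set per campaign, cut at about 14% in these data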;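 also: inhibitors block serine hydrolase probe labeling of LYPLA1 so polarization falls; 0% = enzyme with DMSO and 100% = wells lacking LYPLA1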
Target sequence (O75608 whole entry, looked up): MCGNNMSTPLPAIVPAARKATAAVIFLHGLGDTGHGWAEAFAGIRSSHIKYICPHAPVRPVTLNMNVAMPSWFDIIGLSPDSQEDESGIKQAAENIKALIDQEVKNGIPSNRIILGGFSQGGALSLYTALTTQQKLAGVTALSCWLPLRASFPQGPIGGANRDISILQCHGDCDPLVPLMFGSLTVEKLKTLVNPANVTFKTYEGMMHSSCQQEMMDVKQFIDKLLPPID
Numbers without * were called inactive; nt = not tested or not shown; & = joins results of further samples.

SMILES	Fam108B inh	GSTO1 inh	PAFAH1B3 FP inh	PAD4 inh	pPAFAH inh	PAFAH1B2 FP inh	PAFAH2 FP inh	PME-1 primary	LYPLA1 counter
O=C(CN1C(=O)NC(Cc2c[nH]c3ccccc23)C1=O)NCCc1ccc(F)cc1 (centres undefined)	-1	1	5	-1	2	3	1	4	1
CCNC(=O)c1ccccc1NC(=O)C1CC(=O)N(C(C)C)C1 (centres undefined)	4	4	6	-2	-3	1	-28	2	-1
COc1cc(/C=C2/SC(=S)N(CC(=O)Nc3nc4ccccc4s3)C2=O)cc(OC)c1OC	-23	-20	-25	-40	-3	-19	-6	-23	-32
CC(=O)c1sc(Nc2ccc(C)cc2)nc1C	-3	3	15	-1	1	-5	3	-1	2
COc1cc(C)cc(OC)c1OCC(=O)Nc1cc(C)on1	nt	nt	3	-1	-1	4	4	6	0
CCOc1ccc(C(=O)Nc2ccc(N3CCN(C)CC3)cc2)cc1	2	1	2	-3	1	-2	3	-1	3
CCC(C)Sc1cc(-c2nc3ccccn3c2NC2CCCCC2)ccc1OC (centres undefined)	9	5	7	0	12	-4	-1	1	-2
COc1ccc(S(=O)(=O)NCCC(=O)NCc2ccccc2)cc1	2	5	8	-8	-2	3	-5	-1	2
CN1CCN(C(=O)CSc2nc(-c3ccco3)cc(C(F)(F)F)n2)CC1	4	0	7	-2	2	0	10	-1	-2
N#C/C(=N\Nc1ccc(Cl)cc1)C(N)=S	9	2	2	6	10	-1	5	-2	-2
Cc1cc(C)n2nc(SCc3nnc(SCCCCl)o3)nc2n1	4	22	3	1	5	-3	2	0	-3
O=c1[nH]c2cccnc2n1-c1ccc([N+](=O)[O-])cc1	2	-11	4	-4	1	7	-4	5	-1
Cc1cc(=O)oc2cc(NC(=O)CN3C(=O)NC(C)(c4ccccc4)C3=O)ccc12 (centres undefined)	2	6	1	-3	-2	0	2	-8	-7
Cc1ccccc1NC(=O)Nc1c(C)n(C)n(-c2ccccc2)c1=O	-4	3	7	7	2	1	-2	2	3
O=C(Nc1cccc(Cl)c1)NC1CC2CCC1C2 (centres undefined)	-1	11	5	-3	-3	3	4	-1	-10
CCOC(=O)c1sc(NC(=O)C2CC(=O)N(c3ccccc3OC)C2)nc1C (centres undefined)	nt	nt	8	-1	1	2	4	4	-2
Cc1ccccc1Cn1ccc(NC(=O)c2cc3nc(-c4ccco4)cc(C(F)(F)F)n3n2)n1	7	3	4	-3	6	-7	-3	-9	-2
COCC1CCCN(Cc2cn(-c3ccccc3)nc2-c2ccc3c(c2)OCO3)C1 (centres undefined)	-2	0	-3	-2	0	-3	-2	-2	1
O=C(Nc1ccccc1)C1=C[C@@H](c2ccc3c(c2)OCO3)C[C@@H](OCCCCO)O1	-8	11	3	4	9	4	-1	-2	-5
CC(CNC(=O)CC(C)(C)C)NC(=O)CC(C)(C)C (centres undefined)	1	3	3	3	-2	4	10	-2	-1
COc1ccc(NC(=O)C2CCN(C(=O)Cc3ccccc3)CC2)cc1OC	-3	7	6	-3	-7	2	3	-9	3
COc1ccc(S(=O)(=O)N2CCOCC2)cc1NC(=O)c1ccc(-n2nc(C)cc2C)cc1	1	-3	1	-3	5	-2	-1	9	5
C=CCNC(=S)NNC(=O)c1ccc(C)c(Cl)c1	2	-8	5	2	4	1	10	3	-2
CCOCCCNC(=O)c1c(C)[nH]c(C(=O)OCC)c1C	-1	1	10	-3	4	-3	1	0	0
O=C(Cn1cc(C(F)(F)F)ccc1=O)N/N=C/c1ccc(Cl)cc1	1	-4	-4	-3	-1	4	-4	-4	0
CCOC(=O)N1CCN(c2ccc(F)cc2[N+](=O)[O-])CC1	2	3	1	-1	3	4	11	4	-1
Cc1cc(C)n(-c2ncnc3sc4c(c23)CC(C)CC4)n1 (centres undefined)	-1	1	-1	-2	0	1	2	2	3
Cc1cccc(C(=O)N2CC(=O)Nc3ccc(F)cc3C2c2ccc(F)cc2)c1 (centres undefined)	-2	-1	0	0	5	4	3	8	-4
COc1ccc(NC(=O)CCc2nc3ccccc3c(=O)[nH]2)cc1S(=O)(=O)N1CCCCC1	nt	nt	1	-5	-1	5	4	nt	nt
Cc1ccc(S(=O)(=O)NC(CC(=O)NCC2CCCO2)c2ccccc2)cc1 (centres undefined)	-1	-1	4	-2	-1	12	0	0	2
COc1ccc(C(=O)N[C@H](C(=O)OCC(=O)NC(=O)c2cccn2C)C(C)C)cc1	-6	5	8	-1	1	-4	2	0	-2
CC(O)/C=C/C1OC(=O)CC1Nc1ccc(C=O)cc1 (centres undefined)	-3	-3	7	-1	7	4	-6	-3	0
COc1ccccc1-n1ccnc(SCC(=O)NC2CCCC2)c1=O	3	1	-5	1	4	1	4	-4	1
CN(Cc1cnn(-c2ccc(F)cc2)c1)Cc1nc(Cc2ccccc2)no1	-3	16	0	-1	13	7	3	3	5
Cc1cnccc1CN(C)Cc1nc(Cc2ccccc2Cl)no1	-3	-7	1	2	23	2	-6	-10	-4
CC(C)(C)c1cc(-c2nc(N)nc(N)n2)cc(C(C)(C)C)c1	4	5	11	5	-5	4	3	5	2
CC1(C)CC(=O)C=C(NCc2ccc(C(=O)O)cc2)C1	0	6	-2	-4	4	6	-4	-2	-5
Cc1nn(-c2ncc(C(F)(F)F)cc2Cl)c(=O)n1-c1ccc(F)cc1	3	1	6	-5	3	-8	0	3	1
COc1cccc2cc(C(=O)C3=C(O)C(=O)N(CCN4CCOCC4)C3c3cccc(Cl)c3)oc12 (centres undefined)	2	-5	1	-4	6	5	11	-4	-1
CCSC1=NCCN1S(=O)(=O)c1ccc2ccccc2c1	7	11	7	0	2	5	1	4	0
Cc1ccc(CN2CCN(Cc3cccc(-n4cccn4)c3)CC2CCO)cc1 (centres undefined)	-3	3	-1	1	-3	-1	2	-5	2
Cc1cccc(C)c1NC(=O)C1CCN(S(C)(=O)=O)CC1	3	4	13	3	5	12	-2	1	-2
Cc1ccc(Cn2nc(C)c(NC(=O)CSc3n[nH]c(C)c3[N+](=O)[O-])c2C)cc1	0	0	-6	3	-1	2	3	0	-5
CCN(CC)c1ccc(SS(=O)(=O)O)cc1	0&-3	21&17	8&9	-5&-2	-1&3	8&4	5&5	6&-3	0&4
Cc1cccc(/C=N/NC(=O)c2ccc(Br)cc2)c1	3	3	8	2	0	5	0	3	-2
Cc1cccc(C(C(N)=O)c2ncc(C(F)(F)F)cc2Cl)c1 (centres undefined)	-6	-8	5	-4	3	4	9	-2	-1
COc1cccc2cc(C(=O)NCc3ccccc3Br)c(=O)oc12	-3	-1	1	2	2	1	1	2	2
COc1cc(C(=S)N2CCOCC2)ccc1OS(=O)(=O)c1ccccc1[N+](=O)[O-]	2	7	-3	1	8	-1	5	8	-5
O=C(OCCN1C(=O)c2cccc3c(N4CCOCC4)ccc(c23)C1=O)c1ccc(Cl)cc1	-9	3	-3	-4	4	1	-2	0	1
CN(C(=O)C1CC1)C1CCS(=O)(=O)C1 (centres undefined)	1	-10	12	2	2	-5	3	-3	0
COCCCNC(=S)Nc1ccc2c(c1)OCCO2	1	2	-2	-3	0	8	4	-1	1
Nc1c(Cl)ncnc1N/N=C/c1ccncc1	2	12	nt	-2	-1	nt	nt	0	3
CCOC(=O)C1=C(C)NC(SC)=C(C#N)C1CC(C)C (centres undefined)	-1	-6	5	3	1	4	4	1	1
CSc1ccccc1C(=O)C1CCCN(Cc2c(C)n(C)n(-c3ccccc3)c2=O)C1 (centres undefined)	1	7	2	-5	4	5	5	-4	-1
Cc1cccc(C(=O)Oc2csc(=S)n2C(=O)c2cccc(C)c2)c1	2	-6	3	-1	13	3	5	0	3
COc1ccc(CCNC(=O)C2CCN(c3nn4c(=O)cc(C)nc4s3)CC2)cc1OC	2	-1	13	3	5	0	-1	-7	-4
C/C(=N\NC(N)=O)c1ccccc1	1	3	9	-2	0	2	4	6	-1
c1ccc2c(NC3C4CC5CC(C4)CC3C5)nc(N3CCOCC3)nc2c1 (centres undefined)	0	3	6	-7	3	2	3	-3	-1
Cc1cc(=O)[nH]c(COc2ccccc2)n1	4	0	1	-4	0	0	-4	1	2
CCc1ccc2c(c1)C(NC(C)=O)C(=O)N2CCN1CCOCC1 (centres undefined)	0	3	8	6	2	1	-2	3	4

Some values from above.
Fam108B inh with CN(C(=O)C1CC1)C1CCS(=O)(=O)C1 (centres undefined) → 1
PAFAH1B2 FP inh with C=CCNC(=S)NNC(=O)c1ccc(C)c(Cl)c1 → 1

Next results
SMILES	Fam108B inh	GSTO1 inh	PAFAH1B3 FP inh	PAD4 inh	pPAFAH inh	PAFAH1B2 FP inh	PAFAH2 FP inh	PME-1 primary	LYPLA1 counter
COC(=O)c1c(NC(=S)Nc2ccc(F)cc2[N+](=O)[O-])sc2c1CCCCC2	8	5	5	5	10	7	11	2	0
O=C(O)CCCCCNCc1ccncc1	3	-4	4	-2	2	4	-3	-2	-3
O=C(O)c1c(NC(=O)N(CCO)Cc2ccccc2)sc2c1CCCC2	-2	-1	8	0	7	8	2	6	-3
COC(=O)[C@]1(C)N[C@H](CN(C)C(=O)NC(C)C)[C@@H]2C(=O)N(Cc3ccccc3)C(=O)[C@@H]21	nt	nt	9	-5	-1	3	4	nt	nt
Cc1ccc(Cc2cncc(O)c2)cc1S(=O)(=O)O	-2	2	5	6	8	3	13	-1	-2
COc1cc(C(=O)NNC(=O)CCOc2ccccc2C)cc(OC)c1OC	nt	nt	-2	4	3	1	4	nt	nt
COCCCN(C(=O)c1cc2c(s1)CCCCC2)c1c(N)n(Cc2ccccc2)c(=O)[nH]c1=O	5	-3	2	-6	9	6	4	1	0
COc1cccc(CN(C(=O)COc2ccccc2[N+](=O)[O-])C2CCS(=O)(=O)C2)c1 (centres undefined)	-7	3	0	-6	0	-2	1	0	4
Cc1ccc(/C=N/N2CCN(Cc3ccccc3)CC2)o1	-4	6	-4	-3	-4	9	5	3	0
c1ccc(C2Nc3ccccc3C3OCCCC23)cc1 (centres undefined)	-1	3	7	-6	0	4	-10	2	4
Cc1nn(-c2ccccc2)c(C)c1/C=C/C(=O)OCC(=O)Nc1ccc(C(N)=O)cc1	nt	nt	-4	-4	-8	-3	6	-4	-7
COc1ccc(C(=O)Oc2c(OC)cc(C(=S)N3CCOCC3)cc2OC)cc1OC	-4	-2	6	1	2	-4	-1	5	0
Cc1ccc(CNC(=O)c2nnc(Cc3ccc(Cl)cc3)o2)cc1	4	-1	5	1	6	7	-5	1	1
COc1cc(S(=O)(=O)NCc2cccnc2)ccc1F	-1	3	12	2	-1	6	-4	3	4
COCCN(C(=O)COC(=O)/C=C/c1ccc(C(F)(F)F)cc1)c1c(N)n(Cc2ccccc2)c(=O)[nH]c1=O	1	-5	-5	-1	1	5	-1	-1	4
Nc1nonc1-n1nnc(C(=O)N/N=C/c2cc(Br)ccc2O)c1CNc1ccccc1	-16	-16	4	5	10	0	-3	-7	-22
COC(=O)c1ccc2c(=O)[nH]c(COC(=O)CCC(=O)c3ccc(Cl)cc3)nc2c1	-4	-4	-3	-3	2	1	5	-9	0
COc1cccc2sc3cc(NCc4ccc(C)o4)ccc3c(=O)c12	nt	nt	1	-3	3	3	-4	nt	nt

Three of the entries above in order of the PAD4 inh value, highest first:
| canonical_smiles | PAD4 inh |
| --- | --- |
| Cc1ccc(/C=N/N2CCN(Cc3ccccc3)CC2)o1 | -3 |
| COC(=O)[C@]1(C)N[C@H](CN(C)C(=O)NC(C)C)[C@@H]2C(=O)N(Cc3ccccc3)C(=O)[C@@H]21 | -5 |
| COCCCN(C(=O)c1cc2c(s1)CCCCC2)c1c(N)n(Cc2ccccc2)c(=O)[nH]c1=O | -6 |

A portion of the library (hit frequency here may not be typical).
